Insulin prom up = MIN6 insulin promoter up-regulation; MIN6 insulin promoter-GFP reporter, high-content imaging; hits give high values; z-score at 5 µM; 190,000 compounds, 0.3% hits; AID 1625;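 active means z-score above 3 at 5 µM with at least 500 cells counted in the well; inconclusive means wells under 500 cells, flagged as cytotoxic or low count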
West Nile antiviral = West Nile virus antiviral activity, cell-based, CPE readout (AID 1621). West Nile virus-infected cells, CPE inhibition; higher % means a stronger effect. CPE inhibition, % at 10 µM, or IC50 in µM where a hit was titrated. 290,000 compounds, 0.02% hits; in the data active means a potency from the dose series; inconclusive means CPE inhibition mostly from about 3.7% at the one dose, without a potency; inactive means the rest, 99 in 100 with CPE inhibition below about 2.2%; further: strong numbers were not always called active
PhoP inhibition = PhoP-dependent GFP reporter repression – Salmonella Typhimurium, primary screen (AID 1863) | S. Typhimurium PhoP-regulated promoter GFP reporter, 4 h; higher % means a stronger effect | one-dose inhibition, % at 50 µM; IC50 in µM for titrated hits | 300,000 compounds, 0.16% hits;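 active means inhibition over 29.93%, a cutoff 3 SD above the screen mean, later confirmed by dose response; inconclusive means inhibition over 29.93% but no dose response follow-up; inactive means inhibition at most 29.93% or unconfirmed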;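 further: 0% = low Mg2+ inducing control and 100% = high Mg2+ repressing control; strong numbers were not always called active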
TNAP activation fold = stimulation of alkaline phosphatase TNAP activity – biochemical, luminescent, no phosphate acceptor, uHTS, primary screen (AID 1001). purified TNAP, luminescent activation assay, no phosphate acceptor; higher activation fold means a stronger effect. activation fold at 20 µM; hits with a dose series show EC50 in µM. 200,000 compounds, 0.03% hits; in the data active means activation fold from about 3, or a potency from the dose series; inactive means the rest, 99 in 100 with activation fold below about 1.6; further: many of its hits are not listed in these tables
human PMI inhibition = inhibitors of human PMI, primary screen, biochemical, fluorescence intensity, coupled assay (AID 1209) | one-dose inhibition, % at 20 µM; IC50 in µM for titrated hits | purified PMI enzyme, coupled fluorescence intensity; higher % means a stronger effect | 190,000 compounds, 0.42% hits;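 further: plate controls were DMSO vehicle for no effect and wells lacking substrate for full effect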
SV40 large T antigen = TAg ATPase/helicase activity blockers – biochemical (AID 1903); SV40 large T antigen ATPase/helicase inhibition assay; higher % means a stronger effect; one-dose inhibition, % at 20 µM; IC50 in µM for titrated hits; 310,000 compounds, 0.39% hits; in the data active means a potency from the dose series; inconclusive means inhibition mostly from about 32% at the one dose, without a potency; inactive means the rest, 99 in 100 with inhibition below about 32%; further: strong numbers were not always called active
RSV CPE inhibition = inhibition of RSV-induced cytopathic effect – HEp-2 cells, primary 10 µM value included (AID 2391); HEp-2 cells, RSV-induced CPE inhibition; higher % means a stronger effect; 310,000 compounds, 0.13% hits; CPE inhibition, % at 10 µM; hits with a dose series show IC50 in µM; in the data active means a potency from the dose series; inconclusive means CPE inhibition mostly from about 23% at the one dose, without a potency; inactive means the rest, 99 in 100 with CPE inhibition below about 21%; further: strong numbers were not always called active
human PMI inhibitors = human PMI inhibitors, high substrate, primary screen, biochemical, fluorescence intensity, high mannose 6-phosphate (AID 1220). recombinant PMI enzyme, coupled fluorescence intensity; higher % means a stronger effect. one-dose inhibition, % at 20 µM; IC50 in µM for titrated hits. 190,000 compounds, 0.66% hits
ER stress rescue = protection against thapsigargin-triggered cell killing – 384-well, CSM14.1, ATP luminescence, primary screen (AID 1222); CSM14.1 thapsigargin-induced death rescue, ATP luminescence; higher % means a stronger effect; 190,000 tested, under 10 active; one-dose cellular ATP content (survival), % at 20 µM; EC50 in µM for titrated hits;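 active means EC50 below 50 µM in the dose-response confirmation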;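 further: death triggered by thapsigargin at about 15 µM added after 2 h compound pretreatment; cell ATP read after overnight thapsigargin exposure of roughly 18 to 22 hours; normalized against plate controls of thapsigargin alone and 5% DMSO vehicle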
Insulin prom up cell count = recorded beside Insulin prom up, whose call it bears; cell count; measured here: cytotoxicity, nuclei count;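 total cells summed across four imaged fields per well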
An asterisk follows results filed as active; ? = inconclusive; . = not tested or not shown. Unless noted, no stated cut-off is given here; in the data, active means inhibition above about 50%; inactive means the rest.

Values run as follows: Insulin prom up	Insulin prom up cell count	West Nile antiviral	PhoP inhibition	TNAP activation fold	human PMI inhibition	SV40 large T antigen	RSV CPE inhibition	human PMI inhibitors	ER stress rescue
> O=C(NCCc1ccc(F)cc1)N1CCOCC1
  0.36	1323	0.8%	7.7%	1.1	2.6%	13.1%	1.2%	0.8%	-1.0%
> Brc1ccc(CSc2ccc3nnc(-c4cccnc4)n3n2)cc1
  -0.12	1394	-0.7%	-10.1%	1	3.0%	13.2%	8.3%	2.4%	.
> Cc1nc2cc(N3CCOCC3)c(NC(=O)C3CC3)cc2c(=O)n1Cc1ccccc1
  1.64	1667	.	.	1.1	0.1%	.	4.0%	3.1%	-1.0%
> COc1ccc2c(c1OC)C(=O)N1C2SC(C)(C)[C@H]1C(=O)NCC(C)C (some centres undefined)
  .	.	-0.5%	3.7%	.	.	7.6%	2.0%	.	.
> CC1(C)Cc2c(cnn2-c2ccccc2)C(NC(=O)CCN2CCCC2=O)C1 (centres undefined)
  .	.	0.3%	5.3%	.	.	-1.0%	0.0%	.	.
> CC(C)c1[nH]c(=O)c(C#N)c2c1CSC(C)(C)C2
  0.49	1071	0.9%	-7.8%	1	-1.4%	-0.2%	0.3%	4.6%	-0.2%
> CCOc1ccccc1NC(=O)Cn1nnc(C(=O)Nc2ccc(C)cc2)c1N
  -0.19	1931	.	1.9%	1.1	11.6%	2.1%	1.8%	10.8%	-2.3%
> Cn1c(C(=O)N2CCC(C(N)=O)CC2)cc2c(=O)n(C)c3ccccc3c21
  -1.38	842	0.5%	-4.6%	1.1	-7.2%	7.3%	-0.2%	-5.0%	-0.7%
> CC(=O)OCC1=C(C(=O)O)N2C(=O)C(NC(=O)Cn3nc(C(F)F)c(Cl)c3C)C2SC1 (centres undefined)
  0.13	1194	0.4%	3.5%	1.1	6.9%	0.9%	2.6%	-0.5%	-6.6%
> COc1ccc(N2CCN(C(=O)c3ccc4c(c3)OCO4)CC2)cc1
  1.5	1479	.	-5.5%	1	-11.2%	19.0%	4.5%	-4.9%	1.9%
> O=c1c(C=Nc2cccc(C(F)(F)F)c2)c[nH]n1-c1cccc(Cl)n1
  0.6	1645	0.2%	-13.0%	1.1	-9.3%	6.1%	1.2%	-8.6%	0.7%
> CCc1c(C(=O)N/N=C/c2ccc(OCc3ccc(F)cc3)c(OC)c2)nnn1-c1nonc1N
  .	.	0.0%	6.6%	.	.	1.6%	6.6%	.	.
> CCOP(=O)(c1c(F)c(F)c(F)c(F)c1F)C(O)c1ccccc1 (centres undefined)
  .	.	0.1%	-6.3%	1.1	8.1%	2.6%	0.5%	4.1%	0.5%
> CC(=O)Nc1ccc(S(=O)(=O)N2CCN(Cc3cccc([N+](=O)[O-])c3)CC2)cc1
  2.7	1664	-0.9%	-6.2%	1	3.2%	6.9%	-0.4%	3.5%	-0.1%
> CN(/C(=N\S(=O)(=O)c1ccccc1)C(F)(F)F)c1ccccc1
  .	.	0.1%	-7.5%	1	3.3%	10.2%	1.4%	1.7%	3.7%
> CCOc1ccc(OCc2cccc(C(=O)N3CCCC3)c2)cc1
  -0.42	1269	-1.4%	-9.4%	1.1	18.0%	12.1%	1.9%	10.3%	-4.7%
> Cc1c(Cl)c([N+](=O)[O-])nn1CC(=O)NCc1cccnc1
  0.06	1443	-0.2%	2.1%	1.1	-3.2%	3.4%	0.1%	-0.7%	0.2%
> O=C(Nc1nccs1)C1(c2ccc(Cl)cc2)CC1
  ?	.	-0.8%	-2.5%	1	-2.8%	1.8%	0.0%	-1.1%	-1.4%
> CSc1nsc(SC)c1CO
  -0.14	1427	0.3%	-4.2%	.	.	7.3%	.	.	.
> Cc1ccc(-n2nc(C(=O)c3ccccc3)n3c(=O)cc(-c4ccccc4)nc23)cc1
  -1.91	1103	0.1%	-2.2%	1.1	-10.6%	9.1%	1.4%	-9.9%	-0.8%
> O=C(NCc1ccco1)C1CCN(S(=O)(=O)N2CCOCC2)CC1
  0.24	1523	-0.3%	-5.9%	1.1	-2.4%	4.6%	1.3%	-7.8%	-2.0%
> Cc1ccc(Cn2c(SCC(=O)Nc3cc(C)on3)nc3ccccc3c2=O)cc1
  -0.12	1219	0.1%	-12.8%	1.1	8.0%	0.6%	0.3%	-0.9%	-0.7%
> O=C1C=C(N(CCO)Cc2ccccc2)c2ccccc2C1=O
  -3.34	566	0.4%	7.1%	0.9	37.4%	-2.0%	.	64.6%*	-2.5%
> COc1ccc(C#Cc2ccc3c(=O)c4ccccc4n(C)c3c2)cc1
  .	.	-0.9%	-4.0%	.	.	17.8%	13.2%	.	.
> COc1cc(C(=O)NCCCNc2ccc([N+](=O)[O-])cc2)cc(OC)c1OC
  -0.09	1290	0.0%	-0.6%	0.9	-6.2%	6.7%	2.1%	-8.6%	-2.7%
> CN(C)CC(C)(C)CNS(=O)(=O)c1cccc2nsnc12
  0.07	1338	-0.6%	3.3%	1.1	0.6%	20.3%	1.1%	4.6%	4.4%
> CC(=O)c1c(C(C)=O)c(C)n(NC(=O)c2ccncc2)c1C
  .	.	-0.1%	9.9%	1.1	-9.2%	2.5%	0.5%	1.4%	-1.7%
> NCC(O)(c1ccc(Cl)cc1)c1ccc(Cl)cc1
  -1.1	1169	-1.3%	2.4%	1	8.7%	19.4%	4.1%	10.4%	-2.7%
> CC(=O)OC[C@H]1O[C@@H](Sc2cccc3cccnc23)[C@H](OC(C)=O)[C@@H](OC(C)=O)[C@H]1OC(C)=O
  -0.06	1345	-0.6%	7.4%	1	0.1%	3.8%	-0.1%	-0.3%	1.7%
> O=C(Cc1ccccc1)NC1CCN(S(=O)(=O)c2ccc(C(=O)O)cc2)CC1
  .	.	-0.2%	-5.1%	1.1	-13.0%	6.4%	3.6%	-19.3%	-0.9%

Next section
Values run as follows: Insulin prom up	Insulin prom up cell count	West Nile antiviral	PhoP inhibition	TNAP activation fold	human PMI inhibition	SV40 large T antigen	RSV CPE inhibition	human PMI inhibitors	ER stress rescue
> O=C1N(c2ccccc2)C(=Nc2ccccc2)SC12CC2
  -0.2	1073	0.3%	-1.8%	.	.	2.0%	2.5%	.	.
> COc1ccc(CNCC(O)(c2ccccc2)c2ccc(F)cc2)cc1OC (centres undefined)
  .	.	-1.7%	6.1%	.	.	25.8%	15.1%	.	.
> Cc1ccc(NC(=O)c2cccc3ccccc23)cc1
  .	.	-0.6%	6.5%	.	.	21.8%	2.6%	.	.
> Cc1cc(N2C(=O)C(O)=C(C(=O)c3ccco3)C2c2cccc(O)c2)no1 (centres undefined)
  .	.	-0.3%	-9.6%	.	.	16.3%	2.5%	.	.
> Cc1c(NC(=S)NC(=O)c2ccc(COc3ccccc3)cc2)cccc1C(=O)O
  .	.	-0.1%	0.0%	.	.	9.8%	6.0%	.	.
> COC(=O)Cc1cccc2c(=O)c3ccccc3oc12
  -0.06	1087	-0.8%	-1.3%	.	.	0.3%	1.2%	.	.
> CCCCc1ccc(NC(=O)CSc2nnc(CNC(=O)c3ccco3)o2)cc1
  .	.	-1.0%	-3.2%	.	.	8.4%	1.3%	.	.
> COc1ccc(S(=O)(=O)N2CCC(C(=O)NCCCn3ccnc3)CC2)cc1C
  .	.	-0.2%	-2.5%	.	.	3.5%	-0.1%	.	.
> CCOC(=O)C1=C(C)n2c(s/c(=C/c3cccc([N+](=O)[O-])c3)c2=O)=NC1c1ccc(O)c(OC)c1 (centres undefined)
  -0.61	748	-1.3%	-28.5%	0.9	13.8%	12.8%	.	13.7%	-3.7%
> O=C(CSc1nnc(Cn2nnc3ccccc32)o1)N(Cc1ccc(Cl)cc1)c1ccccc1
  ?	.	1.1%	2.7%	1.1	12.2%	12.8%	12.9%	6.6%	0.1%
> Cc1ccc(-n2nnnc2SC(C)C(=O)Nc2ccccc2-c2ccccc2)cc1 (centres undefined)
  0.1	1498	-0.5%	15.7%	1.1	9.3%	1.1%	4.8%	2.6%	1.9%
> CNC(=O)c1ccccc1NC(=O)c1ccco1
  0.37	1241	1.1%	5.0%	1.1	4.5%	7.3%	3.4%	5.4%	-2.0%
> CN1CCN(c2nnc(-c3ccc(F)cc3)c3ccccc23)CC1
  .	.	-0.5%	-1.6%	.	.	21.8%	1.0%	.	.
> CCCSc1nsc(NC(=O)CC)n1
  -0.54	1613	0.0%	2.5%	1.1	9.6%	9.9%	1.5%	7.3%	-1.5%
> CCN(CC)S(=O)(=O)c1ccc2oc(C(=O)NCc3ccc(F)cc3)c(C)c2c1
  -4.31	872	-0.4%	2.1%	1.1	19.1%	2.6%	0.8%	18.3%	-2.0%
> CS(=O)(=O)c1ccc2nc(NC(=O)c3ccco3)sc2c1
  0.41	1489	-0.1%	-5.4%	1.1	9.0%	0.3%	1.1%	4.5%	.
> CCNC(=O)C/C(C)=N/NC(=O)C(=O)Nc1ccc(CC)cc1
  -0.96	1262	0.0%	-4.9%	1.2	-14.7%	9.7%	0.0%	0.2%	-1.2%
> CCCc1nc(SCC(=O)N2c3ccccc3CC2C)c2c(C)c(C)sc2n1 (centres undefined)
  -1.69	946	-0.8%	-8.1%	1.2	17.0%	10.1%	?	9.6%	0.4%
> O=C(NCCC1=CCCCC1)c1ccc2c(=O)n3c(nc2c1)CCCCC3
  -0.76	972	-0.2%	0.0%	0.8	-0.9%	4.7%	5.3%	5.8%	0.2%
> COc1cc(OC)c(OC)cc1/C=N/n1c(C)nnc1C
  0.28	1619	0.0%	-1.9%	1.2	-10.2%	8.9%	1.0%	-1.8%	0.3%
> O=C(c1ccco1)N1CCN(CCOc2ccc(F)cc2)CC1
  .	.	1.7%	-0.4%	.	.	6.1%	1.4%	.	.
> O=C(CSc1nc2[nH]ncc2c(=O)[nH]1)c1ccccc1
  -0.41	1541	-0.2%	-3.4%	1.1	1.3%	2.2%	0.9%	-0.6%	2.7%
> CC(C)(C)N(Cc1ccccc1)C(=O)c1cccs1
  .	.	-0.9%	-7.0%	.	.	-1.1%	0.2%	.	.
> O=S(=O)(c1ccc(Cl)cc1)N1c2ccccc2Oc2nc3ccccc3nc21
  .	.	.	3.1%	1.1	2.5%	10.6%	2.4%	6.5%	-1.1%
> COc1cc(OC)cc(C(=O)Nc2ccc(S(=O)(=O)Nc3ncccn3)cc2)c1
  -0.04	1545	-0.8%	8.2%	1.2	-4.6%	5.8%	2.1%	-6.1%	1.4%
> CC(=O)NCC(c1cccs1)S(=O)(=O)c1ccc(F)cc1 (centres undefined)
  .	.	0.2%	4.5%	.	.	-2.8%	0.5%	.	.
> CS(C)(=O)=NS(=O)(=O)c1ccc(Cl)cc1
  0.6	1412	-0.7%	-2.6%	1	-5.1%	21.8%	1.1%	7.1%	-1.8%
